GSH fluor = compound fluorescence on glutathione beads, profiling panel, artefact control, biophysical, 488/530 nm, flow cytometry. 190,000 tested, 0.25% active. GSH beads flow cytometry, compound fluorescence 488/530 nm; stronger effect = higher value. fluorescence (KMESF) at 10 µM. AID 1776, 2009; in the data active = fluorescence above about 89;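 note: glutathione beads carrying GST-tagged Bcl family fusion proteins plus one bare bead set; values are compound well signal with DMSO vehicle wells as background; inactives centre near 16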
RGS7-Gao = RGS7-Galphao binding modulators, primary screen, biochemical, multiplexed bead flow cytometry; Guanine nucleotide-binding protein G(o) subunit alpha (Homo sapiens), P09471; actives lie on both sides; binding response (% of control), % at 10 µM; 220,000 tested, 0.35% active; AID 1439, 2008; in the data active = binding response below about 49% or above about 150%; inconclusive = no clear call, values can overlap the other calls; inactive = in between;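 note: fluorescent Galphao held in activated GDP-AlF4 state binding bead-coupled RGS7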
Target sequence (P09471 whole entry, looked up): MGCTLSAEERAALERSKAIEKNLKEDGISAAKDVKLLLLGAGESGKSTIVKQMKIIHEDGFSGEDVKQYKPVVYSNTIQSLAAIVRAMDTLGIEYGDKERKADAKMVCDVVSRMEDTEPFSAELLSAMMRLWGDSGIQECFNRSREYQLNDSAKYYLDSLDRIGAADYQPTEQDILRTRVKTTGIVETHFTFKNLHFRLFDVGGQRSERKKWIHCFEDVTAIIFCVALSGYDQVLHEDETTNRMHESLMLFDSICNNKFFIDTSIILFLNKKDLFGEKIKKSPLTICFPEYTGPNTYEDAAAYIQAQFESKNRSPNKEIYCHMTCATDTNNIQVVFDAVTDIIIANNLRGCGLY
Bim-Bcl-W = inhibitors of Bim binding to Bcl-W, primary screen, biochemical, multiplexed, bead-based flow cytometry; Bim peptide-Bcl-W binding; 190,000 tested, 0.02% active; inhibition, % at 10 µM; AID 952, 2007;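 note: 0% = bound tracer without compound and 100% = peptide blocker; higher means less fluorescent Bim peptide bound to Bcl-W beads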
Target sequence (Q92843 whole entry, looked up): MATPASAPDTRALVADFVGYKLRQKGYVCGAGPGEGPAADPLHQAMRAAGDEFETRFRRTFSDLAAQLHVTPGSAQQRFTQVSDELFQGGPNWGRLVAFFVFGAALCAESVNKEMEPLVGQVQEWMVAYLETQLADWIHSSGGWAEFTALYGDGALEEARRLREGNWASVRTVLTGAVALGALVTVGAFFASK
Avidin fluor = green autofluorescence of compounds with avidin beads – biophysical, 488/530 nm, flow cytometry, artefact control, profiling panel. compound fluorescence 488/530 nm; stronger effect = higher value. fluorescence (KMESF) at 10 µM. 220,000 tested, 0.38% active; in the data active = fluorescence above about 47; note: inactives centre near 10
Bcl-2 Bim block = inhibitors of Bim-Bcl-2 binding, primary screen, biochemical, multiplexed, human Bcl-2 family. Apoptosis regulator Bcl-2 (Homo sapiens), P10415. 190,000 tested, 0.06% active. inhibition, % at 10 µM. Bead-based flow cytometry, Bim peptide-Bcl-2 binding; in the data active = inhibition above about 40%; inconclusive = no clear call, values can overlap the other calls;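 note: 0% = no compound wells with probe peptide and 100% = reference peptide inhibitor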
ABCB1 inh = ABCB1 efflux pump inhibitors, primary screen, cell-based, multiplex, flow cytometry, ABCG2 counter-screen; ATP-dependent translocase ABCB1 (Homo sapiens), P08183; CCRF-Adr cells, JC-1 efflux; inhibition, % at 6.6 µM; 190,000 tested, 0.067% active; AID 1326, 2008; in the data active = inhibition above about 40%;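 note: 0% = vehicle and 100% = reference inhibitor; higher value means more JC-1 retained so stronger ABCB1 efflux block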
Bim-Bcl-XL = inhibitors of Bim-Bcl-XL binding, primary screen, biochemical, multiplexed, bead flow cytometry, human Bcl-XL. inhibition, % at 10 µM. AID 1007, 2008. 190,000 tested, 0.04% active. Bim peptide-Bcl-XL binding, fluorescence
Target sequence (Q07817 whole entry, looked up): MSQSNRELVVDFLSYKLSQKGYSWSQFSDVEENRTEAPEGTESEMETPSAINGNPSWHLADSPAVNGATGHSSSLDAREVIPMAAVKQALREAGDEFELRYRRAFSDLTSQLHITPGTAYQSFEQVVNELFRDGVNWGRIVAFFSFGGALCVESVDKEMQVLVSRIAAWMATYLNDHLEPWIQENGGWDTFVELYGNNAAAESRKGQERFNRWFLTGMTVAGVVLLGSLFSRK
RGS4-Gao reg = modulators of RGS4 binding to Galphao, primary screen, biochemical, multiplexed bead flow cytometry | Guanine nucleotide-binding protein G(o) subunit alpha (Homo sapiens), P09471 | actives lie on both sides | binding response (% of control), % at 10 µM | 220,000 tested, 0.33% active | AID 1415, 2008; in the data active = binding response below about 49% or above about 150%; inactive = in between;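 note: fluorescent Galphao activated with aluminum fluoride binding bead-coupled RGS4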
Bim-Bcl-B = inhibitors of Bim-Bcl-B binding, primary screen, biochemical, multiplexed, human Bcl-2 family; Bcl-2-like protein 10 (Homo sapiens), Q9HD36; bead-based flow cytometry, Bim peptide-Bcl-B binding; inhibition, % at 10 µM; 190,000 tested, 0.073% active; AID 951, 2007;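 note: 0% = tracer peptide without compound and 100% = reference inhibitor peptide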
Target sequence (Q9HD36 whole entry, looked up): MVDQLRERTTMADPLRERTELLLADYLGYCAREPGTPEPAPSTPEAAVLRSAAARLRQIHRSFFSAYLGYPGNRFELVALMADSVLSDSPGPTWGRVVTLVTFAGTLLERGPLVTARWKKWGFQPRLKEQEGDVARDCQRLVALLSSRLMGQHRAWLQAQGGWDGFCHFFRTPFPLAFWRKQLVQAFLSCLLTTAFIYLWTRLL
Bim-Bfl-1 = inhibitors of Bim binding to Bfl-1, primary screen, biochemical, multiplexed, bead-based flow cytometry; 190,000 tested, 0.12% active; inhibition, % at 10 µM; Bim-Bfl-1 binding inhibition; Bcl-2-related protein A1 (Homo sapiens), Q16548; AID 1008, 2008;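 note: 0% = wells without compound plus tracer and 100% = blocker peptide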
ABCG2 block = ABCG2 efflux pump inhibitors, primary screen, multiplex with ABCB1, IgMXP3 cells, flow cytometry. JC-1 efflux. 190,000 tested, 0.1% active. inhibition, % at 6.6 µM;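 active = inhibition above 80%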;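 note: 0% = DMSO and 100% = nicardipine control wells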
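Test system: ABCG2 IgMXP3 and barcoded ABCB1 CCRF-Adr cell mix; Schedule: cells with compound and JC-1, 10 min at 25 °C, rotating, no wash; Technique: flow cytometry of retained JC-1 fluorescence; Measure: % inhibition of efflux relative to nicardipine and DMSO; Controls: nicardipine high and DMSO low controls.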
Active calls of the source: *; ? = inconclusive. Cut-off read from the data, not from the text of the source, unless noted: active = inhibition above about 40%.

SMILES	GSH fluor	RGS7-Gao	Bim-Bcl-W	Avidin fluor	Bcl-2 Bim block	ABCB1 inh	Bim-Bcl-XL	RGS4-Gao reg	Bim-Bcl-B	Bim-Bfl-1	ABCG2 block
CCOC(=O)CSc1nc2nc(C)cc(C)n2n1	25	107	1	8	-6	-1.9	0	105	-5	-11	1
COc1ccc(-c2nc(CN3CCCCC3c3nccn3C)c(C)o2)c(C)c1C (stereo unspecified)	17	100	-3	13	-7	-1.6	0	104	-5	-7	1
O=C(CSc1nc(-c2ccccc2)cs1)Nc1nccs1	13	103	3	4	7	-0.1	7	100	8	4	3
COc1ccc(O)c(C(=O)c2cc(C(=O)NCCc3ccccc3)c(=O)n(CCc3ccccc3)c2)c1	17	90	0	2	0	3.0	-2	87	-1	-1	11
Cc1ccc(C(C)C)c(OCc2nc(-c3nonc3N)no2)c1	22	89	4	5	-2	0.8	5	91	0	1	12
CN(CCCNC(=O)CCCOc1cc(=O)n(C)c2ccccc12)Cc1ccccc1	13	108	0	10	1	0.6	-2	105	-4	-7	13
CNc1nc(OC)nc(N(C#N)CN2C(=O)c3ccccc3S2(=O)=O)n1	23	100	2	11	1	0.3	3	100	-1	0	1
O=C(C[n+]1cccc(CNC(=O)c2ccc(OC(F)F)cc2)c1)c1ccccc1	8	98	2	9	-2	3.7	-2	98	-2	-4	13
O=C1NC2(CCCC2)N=C1c1ccc(F)cc1	38	106	0	9	-5	0.7	-3	108	-5	-9	2
CCOC(=O)C1(CCCc2ccccc2)CCN(C(=O)c2cc(C)nc(C)n2)CC1	13	92	-1	13	-3	0.6	0	96	-6	-4	0
CSC(=S)N/N=C(\C)c1ccccc1	14	109	0	14	-3	-0.1	-5	100	-17	0	1
CC(=O)n1nc(-c2ccc(Cl)cc2)nc1NCc1ccco1	12	103	-4	7	-6	0.1	0	101	-8	-4	0
Cc1ccc(OCCOCCN(C)C)c(Cl)c1	10	103	-1	17	-21	-0.3	1	103	-5	-24	0
COc1ccc2[nH]c(=O)c(CN(CCN3CCCC3)C(=O)Nc3ccccc3Cl)cc2c1	16	99	-4	34	-1	0.1	-3	100	-5	0	0
CC(=O)OC(C(=O)NCc1ccco1)c1cccnc1 (stereo unspecified)	21	91	0	7	-6	0.5	-15	95	-6	-9	2
CCOC(=O)COc1ccc(Br)cc1/C=C\c1[nH]c(=O)[nH]c(=O)c1[N+](=O)[O-]	9	99	0	3	2	-0.1	1	102	-1	1	-4
COC(=O)CSc1nnc(-c2ccco2)o1	17	100	-6	36	0	-0.2	-3	99	-1	2	0
O=C1NCCN(Cc2ccoc2)C1CC(=O)N(Cc1ccccc1)CC1CCC1 (stereo unspecified)	11	100	-3	3	0	0.6	-3	98	-1	-4	2
Cc1ccc(NC(=O)CCC(=O)N/N=C/c2cc([N+](=O)[O-])ccc2O)cc1	9	76	-2	9	-5	0.0	-6	79	-7	-13	2
O=C(COC(=O)c1ccc(O)cc1)NCC1CCCO1 (stereo unspecified)	11	98	-1	12	2	0.2	-5	96	-5	-4	0
C=C(C)CN1C(=O)c2ccccc2C1=O	5	102	2	8	-6	0.2	-4	101	-10	-13	3
Cc1ccc(Nc2nc(-c3sc(NC(=O)c4cccc(Cl)c4)nc3C)cs2)cc1	25	98	2	11	-6	-0.5	-5	94	-10	-11	-2
CN(C1=C(NC(=O)c2ccccc2)C(=O)c2ccccc2C1=O)C1CCS(=O)(=O)C1 (stereo unspecified)	10	97	-4	16	-6	3.2	-8	96	-7	-7	11
CCOC(=O)C1C(=O)NC(N2CCCCC2)=NC1C(C)C (stereo unspecified)	25	99	0	14	-12	-0.4	-4	103	-6	-18	-2
C=C(C)Cn1c(Sc2nc3ccccc3[nH]2)nc2c1c(=O)[nH]c(=O)n2C	9	97	-2	18	0	0.9	-1	94	-2	-1	6
Cc1ccc(N2C(=O)c3ccc(C(=O)N4CCN(c5cccc(C)c5C)CC4)cc3C2=O)cc1	12	98	-4	23	-4	0.7	-7	99	-7	-2	9
Cn1c(=O)c2[nH]c(CN3CCN(Cc4ccccc4)CC3)nc2n(C)c1=O	50	105	1	14	-3	-0.1	-2	105	-2	0	1
Cc1cccc(NC(=O)Cn2c(O)c(N=NC(=O)c3ccccc3O)c3ccccc32)c1	8	94	0	8	17	-0.3	-3	97	6	13	-5
c1ccc(OCCn2cnc3ccccc32)cc1	31	100	2	8	-5	0.2	0	102	0	-2	2
COc1cc(C(=O)OC(C)CN2CCN(C)CC2)cc(OC)c1OC (stereo unspecified)	23	100	2	14	1	0.4	2	103	4	1	1
COc1cc(C(=O)Nc2nc(-c3ccc(Cl)cc3)c(C)s2)ccc1OCC(=O)Nc1ccc(F)cc1	13	100	-1	18	3	-0.8	0	103	1	-1	13
Cc1cc(C(=O)COC(=O)C2=COCCO2)c(C)n1-c1ccc2c(c1)OCO2	6	101	1	5	5	0.4	-7	96	0	1	2
C/C(CCc1ccccc1)=N\NC(=O)c1ccccc1	11	102	-5	16	-6	0.3	-5	103	-5	-3	-1
CCCCOC(=O)CCn1c(=S)oc2ccccc21	14	110	-1	19	0	0.3	3	111	0	-1	2
Cc1ccc(S(=O)(=O)N2CCN(C3CC(=O)N(Cc4ccccc4)C3=O)CC2)cc1C (stereo unspecified)	5	102	-2	8	-3	0.0	-2	97	-2	0	0
FC(F)(F)c1ccc2nnc(-c3c(Cl)cccc3Cl)n2c1	5	98	3	15	5	-0.1	6	96	0	1	0
COc1ccc2c(C)cc(SCC(=O)Nc3ncc(Cl)cc3Cl)nc2c1	9	105	-2	17	0	0.2	-7	109	0	0	-1
CCCNC(=O)NC(=O)CSc1cccc(C(F)(F)F)c1	11	102	-5	23	-2	0.0	-1	101	-3	-8	1
Cc1ccc(C(=O)Nc2nc(=O)n(C(=O)C3CC3)s2)cc1	20	102	2	13	3	-0.5	4	104	1	-2	-2
Cc1cc2cc(CNS(=O)(=O)N(C)C)ccc2[nH]1	14	100	-4	23	-10	0.8	-9	100	-10	-9	6
Cc1ccc2c(c1)NC(=O)C(CC(=O)NCCCN1CCN(C3CCCCC3)CC1)O2 (stereo unspecified)	28	104	-3	7	-5	0.1	-5	103	-6	-4	0
O=C(NNC(=O)c1ccccc1Br)c1cccc(Cl)c1	16	95	0	11	2	0.1	0	100	0	0	2
CCn1c2ccccc2c2nc3cc(C(=O)O)ccc3nc21	6	98	5	10	3	-1.1	8	100	6	-3	15
O=c1[nH]c(NCCO)nc2c1C1(CCCCC1)Cc1ccccc1-2	13	100	0	8	-6	0.0	-3	100	-3	-9	0
Cc1ccc(NC(=O)C2CCCO2)cc1[N+](=O)[O-] (stereo unspecified)	19	101	-4	15	-7	0.2	-8	103	-6	-15	3
COc1cc(C2CC(=O)N(CC(=O)NCc3ccco3)c3ccccc3S2)cc(OC)c1OC (stereo unspecified)	15	102	0	17	-4	0.9	0	98	-1	-2	3
CCOc1ccc(NC(=O)C[n+]2ccccc2)cc1	13	99	-5	12	-4	-0.1	-8	104	-3	-1	-1
COc1ccc(NC(=O)/C(=C/c2ccc3c(c2)OCO3)NC(C)=O)cc1	4	99	0	16	0	0.4	-5	100	-4	-2	31
N#CCCn1cc(C=O)c(-c2cccs2)n1	10	101	-3	6	5	1.3	-2	96	6	0	3
COc1ccc(-c2nn(CC(=O)N(C)C)c(=O)c3ccccc23)cc1	20	99	1	5	0	0.3	-8	100	-6	-9	1
CCN(CC(=O)NC(C)C)C(=O)C(CCSC)NC(=O)c1ccccc1OC (stereo unspecified)	13	?	-1	17	2	0.2	0	103	-4	-3	1
CCCC(=O)Nc1ccc(Nc2ccccc2)cc1	6	101	4	8	17	0.0	6	101	8	12	5
Cc1c(Cl)cccc1N1C(=O)c2ccccc2C1=O	15	107	0	11	-7	0.5	-4	105	-9	-9	4
Cc1cc(F)ccc1NCC(=O)Nc1ccc(Br)cc1C	11	101	-3	24	2	0.5	-4	104	-4	-1	61
C#Cc1ccc(C(=O)NCc2ccc(N3CCCC3=O)cc2)cc1	9	93	0	9	-2	0.4	0	97	-1	-2	2
O=C(NCC(c1cccs1)N1CCOCC1)c1cccc([N+](=O)[O-])c1 (stereo unspecified)	15	98	-4	23	-4	7.5	-8	102	-3	-2	23
O=C(O)CC(NC(=O)OCc1ccccc1)c1ccccc1 (stereo unspecified)	19	106	-1	9	-4	0.2	0	110	-3	-2	0
CCOc1ccc(S(=O)(=O)Nc2cccc(C)c2)c2cccnc12	21	100	4	10	0	1.5	-1	103	2	-2	2
CCN(CC)c1ccc(-c2n[nH]c(=S)n2-c2ccccc2)cc1	24	95	-4	13	0	-0.5	-5	101	-19	1	-1
O=C(Nc1ccc(F)cc1)Nc1ccc([N+](=O)[O-])cn1	10	100	0	11	0	0.5	-1	87	0	5	6
COc1cccc(C(=O)Nc2cc(C)on2)c1OC	7	103	0	21	-1	0.0	-1	103	-1	-4	0
COC(=O)Cc1ccc(NC(=S)N2CCCC(CO)C2)cc1 (stereo unspecified)	11	106	0	11	0	-1.0	2	103	1	5	-6
O=C(Nc1ccccc1Cc1ccccc1)c1ccc2c(c1)SC1=NS(=O)(=O)CCN12	6	99	-3	3	0	0.4	-2	101	-3	1	0

Part of the list above, showing only Avidin fluor, ABCG2 block and ABCB1 inh:
structure,Avidin fluor,ABCG2 block,ABCB1 inh
CCN(CC)c1ccc(-c2n[nH]c(=S)n2-c2ccccc2)cc1,13,-1,-0.5
O=C(Nc1ccc(F)cc1)Nc1ccc([N+](=O)[O-])cn1,11,6,0.5
COc1cccc(C(=O)Nc2cc(C)on2)c1OC,21,0,0.0

Screening results (PubChem BioAssay)

Random draw from the library; 1.3% or so of the library scored in one or more.
